Assay outcomes from PubChem.
STK33 inh: inhibitors of purified STK33 kinase, primary screen, biochemical, ADP-Glo luminescence, homogeneous, cell-free; Serine/threonine-protein kinase 33 (Homo sapiens), Q9BYT3; MBP phosphorylation; inhibition, % at 10 µM; 320,000 tested, 0.073% active;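 active means inhibition at or above 25%, using the most active replicate where run in duplicate; inactive means inhibition below 25%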
Target sequence (Q9BYT3 whole entry, looked up): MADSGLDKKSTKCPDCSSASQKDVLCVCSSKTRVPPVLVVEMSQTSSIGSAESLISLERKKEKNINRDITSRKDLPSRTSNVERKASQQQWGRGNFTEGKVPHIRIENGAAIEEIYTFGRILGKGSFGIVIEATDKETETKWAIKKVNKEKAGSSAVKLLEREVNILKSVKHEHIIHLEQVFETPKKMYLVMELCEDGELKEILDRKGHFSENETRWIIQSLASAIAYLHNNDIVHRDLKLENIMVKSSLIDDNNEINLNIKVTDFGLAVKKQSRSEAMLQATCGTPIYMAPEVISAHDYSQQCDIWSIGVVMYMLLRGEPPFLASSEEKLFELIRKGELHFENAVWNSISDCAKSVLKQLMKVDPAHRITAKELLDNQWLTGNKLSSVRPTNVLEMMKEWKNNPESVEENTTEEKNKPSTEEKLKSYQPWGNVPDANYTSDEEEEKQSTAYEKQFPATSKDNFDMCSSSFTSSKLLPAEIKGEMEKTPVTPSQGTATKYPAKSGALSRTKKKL
* hit, by the source's call; & = joins results of further samples.

item | Molecule | STK33 inh
1 | COc1cc(NS(C)(=O)=O)ccc1Nc1c2ccccc2nc2ccccc12 | 1.9
2 | Cc1ccc(-n2c(SCC(=O)N(C)C3CCS(=O)(=O)C3)nc3ccccc3c2=O)c(C)c1 (configuration not stated) | -0.7
3 | CCOC(=O)[C@@H]1[C@H]2COc3ccccc3[C@@H]2N2C(=O)N(c3ccc(Br)cc3)C(=O)[C@]12C | -1.9
4 | NC(=O)c1ccsc1NC(=O)CSc1ncnc2sccc12 | -1.9
5 | C=C1C[C@]23C[C@@]1(O)CC[C@H]2[C@@]12C=C[C@H](O)[C@@](C)(C(=O)O1)[C@H]2[C@@H]3C(=O)O | -1.2&-0.8
6 | Cc1ccc(NC(=O)COC(=O)c2c(C)nn(-c3ccccc3)c2C)cc1 | 0.4
7 | CC(C)N(Cc1ccccc1)C(=O)CN1C(=O)NC2(CCCC2)C1=O | -1.1
8 | COc1cccc(-c2sc3ccc(OC)cc3c2-c2cc(F)cc(OC)c2)c1 | -0.3
9 | Cc1ccc([C@@H]2CC=C(C(=O)O)[C@H](c3ccc(Cl)cc3)N2S(=O)(=O)c2ccccc2C)cc1 | -1.1
10 | CCCCN1CC(=O)N2[C@H]3c4cc(OC)ccc4OC[C@@H]3[C@H](C(=O)OCC)[C@]2(C)C1=O | -3.1
11 | O=C(CN1C(=O)NC2(CCCC2)C1=O)NNC(=O)c1ccccc1F | -0.6
12 | C[C@H]1CN=C(N(C)C)N1CCc1cccc(F)c1 | 1.6
13 | C=CCn1c(COc2ccc(OC)cc2)nnc1SC(C)C(=O)NC1CC1 (configuration not stated) | -0.8
14 | Cc1oc(-c2ccccc2)nc1C(=O)OCC(=O)NCc1ccccc1 | -0.3
15 | COc1ccc(CCNC(=O)COC(=O)c2cc(=O)[nH]c3ccccc23)cc1 | -0.5
16 | O=C(CCc1ccc(S(=O)(=O)N2CCOCC2)cc1)Nc1c(F)cccc1F | 0.1
17 | CN(C(=O)c1cccc(S(=O)(=O)N2CCOCC2)c1)c1c(N)n(Cc2ccccc2)c(=O)[nH]c1=O | -0.8
18 | Cc1ccc(/C=C/C(=O)OCC(=O)c2ccc3c(c2)NC(=O)CO3)o1 | -0.8
19 | COc1ccc(-c2cc(C(=O)NCc3ccco3)no2)cc1OC | 0.1
20 | CN(CC(=O)NCc1ccc2c(c1)OCO2)CC(=O)Nc1ccc(F)c(F)c1F | -0.3
21 | Cc1ccc(O)c(C(=O)c2cnn(C(=O)Cc3csc(C)n3)c2)c1 | -2.7
22 | COC(=O)c1sc2nc(C)nc(SCC(=O)Nc3sccc3C(N)=O)c2c1C | -0.1
23 | CC(Sc1nc(N)cc(N)n1)C(=O)NCC1CCCO1 (configuration not stated) | -0.6
24 | O=C(NNC(=O)C1CCC1)c1cccc(Cl)c1 | -1.6
25 | C=C[C@@H]1c2cc(C)ccc2N(S(=O)(=O)c2ccc(C)cc2)[C@H](c2ccccc2)C1(C#N)C#N | 1.4
26 | C[C@@]12C(=O)N(c3ccccc3)C(=O)N1[C@@H]1c3ccccc3OC[C@@H]1[C@H]2c1ccccc1 | -1.2
27 | CCOc1ccc(S(=O)(=O)NCCC(=O)NCC(c2ccc(OC)cc2)N2CCCC2)cc1 (configuration not stated) | -1.5
28 | O=C(COC(=O)c1ccc(F)cc1)NCc1ccc(F)cc1 | -2.2
29 | CCCn1nc(C(=O)NC2CCCC2)c2ccccc2c1=O | -4.4
30 | CC(C)CN(C(=O)CSc1nc2ccccc2o1)c1c(N)n(Cc2ccccc2)c(=O)[nH]c1=O | -0.2
31 | C=C1CC[C@@]23CC[C@]4(C)[C@@](OC2=O)([C@@H]3C1)[C@H]1O[C@H]1C1[C@@]2(C)CC[C@H](O)C(C)(C)C2CC[C@]14C (some centres not stated) | -1.6
32 | CCC(CO)Oc1cc(NCc2cc(C)cc(C)c2)c2ncn(C(C)C)c2c1 (configuration not stated) | 0.6
33 | O=C(CCc1nc2ccccc2c(=O)[nH]1)NCc1cccc(Cl)c1 | -0.7
34 | C#CCOCCOCCOCCNc1nc(N2CCN(C(=O)[C@H](CCCCN)n3cc(CC(C)O)nn3)CC2)nc(N2CCN(C(=O)[C@H](CCCCN)n3cc(CC(C)O)nn3)CC2)n1 (some centres not stated) | -0.9
35 | CC(C)(C)OC(=O)C[C@H]1C/C=C\C[C@@H](CC(=O)NCCO)C(=O)NCCOC1=O | 0.1
36 | CC(C)(C)OC(=O)C[C@H]1C/C=C\C[C@@H](CC(=O)NCCO)C(=O)NC[C@@H](c2ccccc2)OC1=O | -0.1
37 | CC1CCCC(C)N1C(=O)COC(=O)c1ccc2ccccc2n1 (configuration not stated) | -0.4
38 | CCCC(O)(CCC)C(=O)NN(C(=O)OC)c1ccccc1 | -1.2
39 | C=CCOc1ccc(/C=C/C(=O)OCC(=O)NNC(=O)c2ccccc2F)cc1 | -0.3
40 | O=C1C2C3C=CC(CO)(O3)C2C(=O)N1c1ccccc1-c1ccccc1 (configuration not stated) | -1.1
41 | Cn1c(N)c(C(=O)COC(=O)COc2ccc(Cl)cc2)c(=O)n(C)c1=O | 0.5
42 | CN1CCC(N(C)S(=O)(=O)c2ccc(NC(=O)c3ccc(S(=O)(=O)N(C)C)cc3)cc2)CC1 | -1.1
43 | CC(=O)Nc1ccc(S(=O)(=O)NCCC(=O)N2CCN(c3ccccc3Cl)CC2)cc1 | 0.0
44 | CCn1c(C)cc(C(=O)CN2C(=O)c3ccccc3S2(=O)=O)c1C | -0.8
45 | Fc1cccc(-c2c(-c3ccccc3)ncc3cc(F)ccc23)c1 | -2.4
46 | O=C(COc1cccc2cccnc12)Nc1cccc(S(=O)(=O)N2CCCC2)c1 | 0.0
47 | CCOc1ccc(NC(=O)C(c2ccccn2)N(C(=O)CCl)c2ccc(OCC)cc2)cc1 (configuration not stated) | -0.1
48 | O=C(CN1C(=O)NC2(CCc3ccccc32)C1=O)Nc1cccc(Cl)c1 (configuration not stated) | -1.3

Laid out differently: entries from further up.
8	COc1cccc(-c2sc3ccc(OC)cc3c2-c2cc(F)cc(OC)c2)c1
  STK33 inh: -0.3

9	Cc1ccc([C@@H]2CC=C(C(=O)O)[C@H](c3ccc(Cl)cc3)N2S(=O)(=O)c2ccccc2C)cc1
  STK33 inh: -1.1

Remaining list, next part:
item | Molecule | STK33 inh
49 | O=C1C=C(c2ccc(C(=O)O)cc2)C[C@@H](c2ccc(F)cc2)C1 | 0.2
50 | O=C1CCCN1C(=O)COc1cc(F)ccc1[N+](=O)[O-] | -1.1
51 | COc1cc2cc(CCOC(=O)c3ccc(C(F)(F)F)cc3)oc(=O)c2cc1OC | -1.1
52 | COc1ccc(C(CNC(=O)c2cc3c(s2)CCC(C)C3)N2CCCC2)cc1 (configuration not stated) | -2.4
53 | Cc1ccccc1S(=O)(=O)N1[C@@H](c2ccc(Cl)cc2)C(C(=O)O)=CC[C@H]1c1ccc(Cl)cc1 | -0.7
54 | CCc1ccccc1NC(=O)CNC(=O)c1n[nH]c(=O)c2ccccc12 | -0.8
55 | O=C(CSc1ccc(Br)cc1)NC1CCCCCC1 | -1.0
56 | O=C(NNC(=O)c1cccs1)c1ccc(Br)o1 | 0.2
57 | CCCNC(=O)C(Cc1ccccc1C)NC(=O)c1ccc(C#N)cc1 (configuration not stated) | -0.6
58 | CSCCC(NC(=O)COc1ccccc1)C(=O)N1CC(C)CC(C)C1 (configuration not stated) | -1.1
59 | COc1cc(OC)cc(C(=O)N[C@H](C(=O)NC2CCCc3ccccc32)C(C)C)c1 (some centres not stated) | -0.4
60 | O=C(CN1CCN(C(=O)c2ccco2)CC1)Nc1cccc(S(=O)(=O)N2CCCC2)c1 | -0.8

The last 5 entries of the section above lead into the next:
item | Molecule | STK33 inh
56 | O=C(NNC(=O)c1cccs1)c1ccc(Br)o1 | 0.2
57 | CCCNC(=O)C(Cc1ccccc1C)NC(=O)c1ccc(C#N)cc1 (configuration not stated) | -0.6
58 | CSCCC(NC(=O)COc1ccccc1)C(=O)N1CC(C)CC(C)C1 (configuration not stated) | -1.1
59 | COc1cc(OC)cc(C(=O)N[C@H](C(=O)NC2CCCc3ccccc32)C(C)C)c1 (some centres not stated) | -0.4
60 | O=C(CN1CCN(C(=O)c2ccco2)CC1)Nc1cccc(S(=O)(=O)N2CCCC2)c1 | -0.8
61 | NS(=O)(=O)c1cc(Cl)c(Cl)c(S(N)(=O)=O)c1 | 0.6
62 | Cc1ccc(C(=O)CCC(=O)OC(C)C(=O)NC2CCCCC2C)cc1 (configuration not stated) | -2.1
63 | Cc1cc(C(=O)NNC(=O)c2ccc(Cl)cc2)c2ccccc2n1 | -0.3
64 | O=C(NCc1cccc(C(F)(F)F)c1)c1cccc2c1C(=O)c1ccc(N3CCC(Cc4ccccc4)CC3)cc1S2(=O)=O | -1.3
65 | CCN(CC)S(=O)(=O)c1ccc(N2CC(C(=O)N3CCOCC3)CC2=O)cc1 (configuration not stated) | 0.1
66 | O=C(C[C@H]1C/C=C/CC[C@@H](Cc2ccc(F)cc2)C(=O)OC[C@H](c2ccccc2)NC1=O)NCCO | 0.4
67 | O=C(Nc1ccc(Cl)c(S(=O)(=O)N2CCOCC2)c1)[C@@H]1CCCN1C(=O)c1cccs1 | -0.1
68 | COCc1ccc(-c2c(-c3ccc(OC)cc3)oc(=O)c3cc(OC)c(OC)cc23)cc1 | -0.5
69 | Cc1ccc(C)c(NC(=O)COC(=O)c2ccc(S(=O)(=O)N3CCCCC3)cc2)c1 | 1.7
70 | Cc1cccc(NC(=O)COC(=O)CN2CCCCCC2=O)c1C | 0.6
71 | COc1cccc(-c2sc3ccc(OC)cc3c2C#CC2(O)CCCCC2)c1 | -0.6
72 | O=C(CCNS(=O)(=O)c1ccc(Br)cc1)NNC(=O)C1COc2ccccc2O1 (configuration not stated) | -1.5
73 | COc1cccc(C(=O)Nc2cc(C(=O)NCc3ccc(C)cc3)ccc2N2CCC3(CC2)CC(c2cccc(Br)c2)=NO3)c1 | -1.5
74 | C[C@H](CO)N1C[C@H](C)[C@@H](CN(C)C(=O)Nc2ccccc2)Oc2c(NC(=O)Nc3ccc(C(F)(F)F)cc3)cccc2C1=O | -0.9
75 | CC(NC(=O)COC(=O)C1CCN(c2ccc(C(F)(F)F)cn2)CC1)c1ccc(F)cc1 (configuration not stated) | -1.6
76 | Cc1ccc(Cn2nc(C)c(C(=O)N3CCN(S(=O)(=O)/C=C/c4ccccc4)CC3)c2C)cc1 | -2.0
77 | O=C(CNC(=O)c1ccc(F)cc1)NCc1ccccn1 | -1.2
78 | C/C(=C\COc1ccc2ccc(=O)oc2c1)CC[C@@H](O)C(C)(C)O | 0.1
79 | C[C@H](NC(=O)c1[nH]cnc1C(=O)Nc1ccon1)c1ccccc1 | -0.1
80 | Cc1nnc(NC(=O)c2cc(S(=O)(=O)N(C)C)ccc2N2CCCC2)s1 | 0.2
81 | CC(C)CSc1nc(N2CCOCC2)c2c(c1C#N)CC(C)(C)SC2 | 0.2
82 | COc1ccc(C[C@H](N)C(=O)N[C@H]2[C@@H](O)[C@H](n3cnc4c(N(C)C)ncnc43)O[C@@H]2CO)cc1 | 1.0
83 | CCN(CC)C(=O)c1[nH]cnc1C(=O)Nc1ccon1 | 0.7
84 | Cc1noc(C)c1C(=O)Nc1ccc(S(=O)(=O)N2CCC(C)CC2)cc1 | -0.6
85 | CCN1CCN(C(=O)C(C)Sc2nc3nc(C)cc(C)n3n2)CC1 (configuration not stated) | 7.7
86 | CCOC(=O)Cc1csc(SCC(=O)Nc2oc(C)c3c(C)n[nH]c(=O)c23)n1 | -1.5
87 | COc1ccccc1/C(C)=N/Oc1cc(N)cc([N+](=O)[O-])c1 | -1.3
88 | COc1ccc(NC(=O)c2cc(-c3ccc(C)o3)nc3ccccc23)cc1OC | 1.2
89 | Cc1cc(C(=O)COC(=O)c2n[nH]c(=O)c3ccccc23)c(C)n1C | -0.3
90 | Cc1ccc(NC(=O)CSCC(=O)Nc2cccc(S(=O)(=O)N3CCCCCC3)c2)cc1 | -0.6
91 | C[C@@H]1C(=O)O[C@H](C)[C@H]1C[C@@H](O)[C@](C)(O)C1CC[C@@]2(O)C3=CC(=O)[C@@H]4C[C@@H](O)[C@@H](O)C[C@]4(C)C3CC[C@]12C (some centres not stated) | 0.0
92 | CCN(C(=O)COC(=O)/C=C/c1cccc(Cl)c1)c1c(N)n(Cc2ccccc2)c(=O)[nH]c1=O | -0.8
93 | COc1ccc(NC(=O)c2c(F)cccc2Cl)cc1S(=O)(=O)N1CCOCC1 | -1.1
94 | O=C(/C=C/c1cccc(F)c1)Nc1ccc(S(=O)(=O)N2CCOCC2)cc1 | -0.2
95 | CC1(C)CC(=O)C=C(c2ccc(F)cc2OCc2ccccc2)C1 | 0.3
96 | Cc1nc(SCC(=O)c2c(N)n(C3CC3)c(=O)[nH]c2=O)[nH]c(=O)c1CCO | 0.5
97 | Cc1ccc(NC(=O)NC2CCCCC2)cc1Cl | -1.4
98 | CC1(C)O[C@@H]2[C@H](O1)[C@@H](CO)O[C@H]2n1cnc2c(=O)[nH]cnc21 | 0.6
99 | Cc1sc2ncnc(NS(=O)(=O)c3ccc(Cl)cc3)c2c1C | -1.8
100 | Cc1c(C(=O)N(C)Cc2nc3ccccc3c(=O)[nH]2)oc2ccccc12 | -0.1
101 | CC(NC(=O)CNC(=O)c1cccs1)c1cccc(C(F)(F)F)c1 (configuration not stated) | -0.4
102 | O=C(CSc1nnc2ccccn12)Nc1ccccc1Cl | -1.7
103 | Cc1ccc(C(=O)NC(C(=O)OCc2cn3cc(Cl)ccc3n2)C(C)C)cc1 (configuration not stated) | 1.3
104 | COC(=O)c1c(C)[nH]c(C(=O)COC(=O)CCNS(=O)(=O)c2cccc(C(F)(F)F)c2)c1C | -0.6
105 | CCN(CC(=O)Nc1ccc(NC(C)=O)cc1)C(=O)c1sc2nc3n(c(=O)c2c1C)CCC3 | -1.3
106 | Cc1cc(C)c(C)c(S(=O)(=O)Nc2ccccc2C(=O)NN2CCOCC2)c1C | -1.3
107 | c1ccc(NC2=NCCN2CCCC2CCCCC2)cc1 | 0.2
108 | O=C(CCc1ccccc1Cl)Nc1cc2c(cc1C(=O)O)OCCCO2 | -3.4
109 | CCc1ccccc1OCC(=O)NNCC(=O)Nc1cccc(C#N)c1 | 0.2
110 | CC(C)CNC(=O)CSc1ccc(S(=O)(=O)N2CCN(C)CC2)cn1 | -0.5
111 | Cc1ccc(C(=O)COC(=O)CNC(=O)c2ccccc2)s1 | -1.3
112 | C[C@H](C[C@H](O)[C@H]1OC1(C)C)C1=C2C[C@H](O)C3[C@@]4(C)CCC(=O)C(C)(C)C4CC[C@]3(C)[C@@]2(C)CC1 (some centres not stated) | 2.1

An excerpt, so the mix of outcomes need not match the whole.
